DAX1 inh-1 = NR0B1 (DAX1) inhibition | HEK293 Gal4-DAX1 luciferase reporter, luminescence | AID 504766 | inhibition, % at 6.75 µM | 0.99% of 340,000 active | P51843;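 active = inhibition above the mean over all tested compounds plus 3 SD, cut at about 4.2% in these data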;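 note: 0% = DAX1-transfected cells with DMSO and 100% = empty-vector control cells with DMSO; inhibition shows as a rise in luminescence from relieved DAX1 repression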
SMARCA2 act = SMARCA2 function activation, primary screen. MG213 cells, MMTV-luciferase reporter, dexamethasone, overnight. activation, % at 9.1 µM. 1% of 370,000 active; in the data active = activation above about 7.8%;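 note: 0% = vehicle wells and 100% = reference activator wells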
GC-A act = GC-A (human) enzyme activation; activation, % at 10 µM; HEK293 GC-A cells, cGMP TR-FRET, EC30 ANP; 0% at EC30 ANP, 100% saturating ANP; P16066; 0.14% of 370,000 active; in the data active = activation above about 40%
Target sequence (P16066 whole entry, looked up): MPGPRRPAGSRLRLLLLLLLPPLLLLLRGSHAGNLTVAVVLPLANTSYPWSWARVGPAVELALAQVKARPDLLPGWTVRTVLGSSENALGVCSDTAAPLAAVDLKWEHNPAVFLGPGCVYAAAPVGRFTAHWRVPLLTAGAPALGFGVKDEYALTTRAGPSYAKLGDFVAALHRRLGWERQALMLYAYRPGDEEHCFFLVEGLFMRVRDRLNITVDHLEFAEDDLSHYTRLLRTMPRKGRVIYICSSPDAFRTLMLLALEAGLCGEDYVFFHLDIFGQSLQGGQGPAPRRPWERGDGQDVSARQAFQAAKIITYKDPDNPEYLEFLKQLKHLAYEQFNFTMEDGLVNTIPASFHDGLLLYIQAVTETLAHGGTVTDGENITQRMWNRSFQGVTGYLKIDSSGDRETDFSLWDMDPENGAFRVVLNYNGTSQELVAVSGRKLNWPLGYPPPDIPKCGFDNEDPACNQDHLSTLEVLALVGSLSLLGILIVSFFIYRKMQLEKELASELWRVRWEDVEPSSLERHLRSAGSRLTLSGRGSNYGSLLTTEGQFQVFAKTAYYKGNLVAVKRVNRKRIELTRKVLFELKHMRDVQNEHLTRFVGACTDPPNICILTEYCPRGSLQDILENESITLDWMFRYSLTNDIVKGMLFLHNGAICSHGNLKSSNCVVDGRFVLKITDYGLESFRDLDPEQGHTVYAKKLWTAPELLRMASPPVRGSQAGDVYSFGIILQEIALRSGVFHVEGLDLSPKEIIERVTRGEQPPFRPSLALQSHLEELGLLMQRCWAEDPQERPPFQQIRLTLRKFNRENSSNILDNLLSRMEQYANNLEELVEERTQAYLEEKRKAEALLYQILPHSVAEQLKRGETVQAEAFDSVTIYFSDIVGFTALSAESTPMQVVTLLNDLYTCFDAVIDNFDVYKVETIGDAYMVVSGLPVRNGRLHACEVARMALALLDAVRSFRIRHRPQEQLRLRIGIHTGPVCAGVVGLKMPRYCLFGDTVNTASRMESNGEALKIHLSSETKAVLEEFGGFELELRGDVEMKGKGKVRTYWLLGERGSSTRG
PG9 Ab binder = small molecules binding HIV-1 gp120 antibody PG9 | inhibition, % at 6.7 µM | 0.43% of 360,000 active | TR-FRET gp120-PG9 antibody binding; in the data active = inhibition above about 8.5%
ssDAF12 agonist = activators of S. stercoralis DAF-12 nuclear receptor; HEK293 ssDAF-12/GRIP1 lit1-tk-luc reporter, luminescence; % of 3 µM dafachronic acid response; activation, % at 6.8 µM; 1% of 370,000 active; AID 652126;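 active = activation above the mean over all tested compounds plus 3 SD, cut at about 0.9% in these data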;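 note: 0% = DMSO-only wells and 100% = 3 µM delta7-dafachronic acid wells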
hgDAF12 agonist = activates the H. glycines DAF-12 receptor ligand-binding domain. activation, % at 6.8 µM. AID 687014. 1.8% of 370,000 active. HEK293 GAL4-hgDAF12 UAS-luciferase reporter, agonist luminescence; normalized to butyrate control;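 active = activation above a cutoff set at the mean of all screened compounds plus 3 SD, cut at about 10% in these data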;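 note: 0% = DMSO wells and 100% = sodium butyrate wells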
ADAM17 inh = inhibitors of human ADAM17. P78536. recombinant ADAM17, EDANS/DABCYL FRET peptide cleavage. 0.83% of 370,000 active. inhibition, % at 6.95 µM. AID 720648;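 active = inhibition above the mean of compounds lying between control limits plus 3 SD, set per campaign, cut at about 8.5% in these data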;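 note: 0% = DMSO-only wells as the low control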
ADAM10 inh = inhibits human ADAM10 | O14672 | recombinant ADAM10, EDANS/DABCYL FRET peptide cleavage, 3 h | inhibition, % at 7 µM | 0.62% of 370,000 active | AID 720582;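 active = inhibition above a per-campaign cutoff equal to the mean of compounds falling between control-based bounds plus 3 SD, cut at about 20% in these data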;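 note: 0% = DMSO wells while the 100% control is not disclosed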
hcDAF-12 act = activators of H. contortus DAF-12 nuclear receptor; HEK293 hcDAF-12 lit1-tk-luc reporter, luminescence; 0% DMSO, 100% Δ7-dafachronic acid; activation, % at 6.8 µM; 1.4% of 370,000 active; AID 652067;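 active = activation above the mean of all tested compounds plus 3 SD, cut at about 5.5% in these data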;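 note: 100% = response to 3 µM Δ7-dafachronic acid high control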
DAX1 inh-2 = DAX1 (NR0B1) inhibition, primary screen. inhibition, % at 6.8 µM. AID 652010. HEK293T StAR-luciferase reporter, SF-1/DAX-1 repression relief. 1.1% of 370,000 active;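 active = inhibition above the mean over all tested compounds plus 3 SD, cut at about 3.6% in these data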;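 note: 0% = DAX-1 cells with DMSO and 100% = cells lacking DAX-1 with DMSO; higher inhibition means more luminescence from relief of DAX-1 repression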
FXN GAA850 act = increases GAA850 frataxin promoter reporter activity; HEK293 lucGAA850 FXN promoter luciferase reporter, 24 h; percent of 10 µM SAHA response; activation, % at 6 µM; 0.56% of 360,000 active; AID 540364;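 active = activation above the average of all compounds screened plus 3 SD, cutoff fixed separately per campaign, cut at about 7.5% in these data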;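 note: 0% = DMSO wells and 100% = 10 µM SAHA wells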
The depositor's hits bear a star; nt = no result given. Random draw from the library; overall some 6.8% were active at least once.

Each structure is followed by: DAX1 inh-1, SMARCA2 act, GC-A act, PG9 Ab binder, ssDAF12 agonist, hgDAF12 agonist, ADAM17 inh, ADAM10 inh, hcDAF-12 act, DAX1 inh-2, FXN GAA850 act
- COc1ccc(Br)cc1C(=O)CCC(=O)OCC(=O)Nc1cc(C(N)=O)cc(C(N)=O)c1
  1.2, -2, 2, -1.6, -0.7, 0.8, -1, -22, -0.4, 0.2, 1.2
- Cc1oc(-c2ccccc2F)nc1CS(=O)CC(=O)NC1CC1 (centres undefined)
  1.3, -3, 2, -0.5, -1.1, 1.1, 0, 3, -0.7, 0.1, -0.9
- CN1C(=O)[C@H]2[C@@H](C3CC3)N3C(=O)CN(CCO)C(=O)[C@@]3(Cc3ccccc3)[C@H]2C1=O
  0.6, -1, 1, 1.8, -1.4, -0.2, -4, -10, -1.3, 0.4, 1.1
- O=C(CC1(C(=O)O)CCCC1)N1CCOCC1
  0.2, -3, 2, 1.5, -0.9, -2.2, -4, 4, 0.1, 0.0, -0.6
- Cn1c(=O)cc(OCCCC(=O)Nc2cc(C(F)(F)F)ccn2)c2ccccc21
  nt, nt, -4, nt, -3.0, -11, 0, -2, -5.3, nt, nt
- Cc1nn(-c2ccccc2)c2nc(C(F)(F)F)[nH]c(=O)c12
  -0.9, -1, 1, 1.3, -0.7, -3.3, -10, -12, 1.4, 0.3, 2.9
- CS(=O)(=O)c1ccc(N2CCOCC2)c(S(C)(=O)=O)c1
  -0.7, 0, 1, -0.1, -1.2, 0.8, -4, 5, -1.1, 0.2, -2.6
- CC(C)(O)C#Cc1ccc(CN2CCN(Cc3ccsc3)C(CCO)C2)cc1 (centres undefined)
  -0.8, -2, 3, 0.8, -1.1, 1.0, -1, 4, -0.2, 0.0, 0.1
- Cc1ccc(NC(=O)COc2ccc3c(c2)OCO3)c(Cl)c1
  1.1, 4, -2, -2.2, -0.8, 13*, 2, -7, 2.9, 5.0*, 4.5
- CC(C)(CNC(=O)c1ccc(-c2ccccc2Cl)o1)N1CCOCC1
  1.5, 7, -4, -0.7, -0.4, 8.1, 0, -5, -0.3, 2.8, 5.1
- COc1ccc(C(=O)Oc2ccc(F)cc2C(=O)/C=C/c2ccc(OC)c(OC)c2)cc1
  -0.1, -2, 4, 0.0, -0.6, 3.5, 0, 1, -1.6, -0.8, -0.1
- O=C(c1ccc2c3c(cccc13)CC2)C1CCCN(C(=O)c2cc[n+]([O-])cc2)C1 (centres undefined)
  -1.0, -4, -2, -2.7, -0.3, -2.0, -109, -325, -1.0, -0.2, -0.8
- O=C(Nc1ccccc1C(=O)N/N=C/c1ccc(O)cc1)c1ccccc1
  -1.2, 1, -8, 1.3, -0.2, 5.1, -3, -6, 1.7, 1.9, 2.3
- Cc1ccc(-c2nnn(CCC(=O)NC3CCCC3)n2)cc1
  0.8, -1, 2, 0.4, -1.6, -1.2, -5, 3, 0.0, -0.2, 4.4
- C[C@H]1CN([C@@H](C)CO)C(=O)CCCn2cc(nn2)CO[C@@H]1CN(C)C(=O)Nc1ccc(F)cc1
  0.5, -3, 0, 0.8, -0.5, 0.9, 0, -8, -2.1, -0.3, 0.2
- Cc1cc(NC(=O)Cn2nc3c(cc2=O)CCCC3)ccc1Br
  0.5, -1, 2, 2.4, -0.4, -1.4, -7, -9, -2.1, -0.7, -1.8
- O=C(c1cc(C2CCCCN2C(=O)OCCF)on1)N1CCOCC1 (centres undefined)
  nt, -3, 3, -1.1, -1.7, 0.8, 5, 2, -2.1, 0.3, 0.3
- Cc1sc(NC(=O)CCC(=O)O)c(C#N)c1C
  1.3, 3, 4, 0.7, -1.4, 2.4, 1, 3, -1.9, -0.1, 2.0
- O=C(COC(=O)c1ccccc1F)c1ccc(-n2nncc2-c2ccco2)cc1
  -0.1, 1, -2, 0.7, -0.9, 3.7, -6, -4, 0.3, -0.4, 0.7
- O=c1oc2c3c(nn2c2ccccc12)CCCC3
  -0.1, -1, 2, -0.4, -1.0, -0.5, -4, -4, -0.9, -0.6, -0.6
- CCOC(=O)c1c(CN2CCN(C)CC2)n(-c2ccccc2)c2cc(Br)c(O)cc12
  1.9, -3, -33, 1.9, -1.7, -0.8, -3, -5, -1.9, 0.2, -1.8
- Cc1nc2ccc(C(=O)NCCCn3ccnc3)cn2c1N(C)CC1CCCCC1
  nt, -4, -5, -0.7, -1.2, -2.3, 1, -5, -1.4, -0.3, 2.7
- COc1ccc(N2CCN(C(=O)CCc3nnc4ccc(N5CCCC5)nn34)CC2)cc1
  0.0, -1, -5, -1.4, -1.4, 0.4, -3, -8, -2.1, -0.3, -1.1
- COc1ccccc1Cc1c(-c2ccc(C)cc2)nc2ccc(Cl)cn12
  nt, 4, 3, -2.9, -0.5, 8.4, -11, -28, 0.8, 3.9*, nt
- COc1ccc(CCNC(=O)c2ccc(F)c(S(=O)(=O)N3CCCCC3)c2)cc1
  -0.2, -4, 1, -1.9, -1.6, 0.8, -1, -5, -0.9, -0.5, -1.6
- Cc1cc(C)cc(N2C(=O)CC(N(C(=O)c3ccco3)c3cc(C)cc(C)c3)C2=O)c1 (centres undefined)
  -0.4, 0, 2, 2.3, -1.4, -2.0, -5, -7, -1.6, -0.2, -3.5
- COc1cccc(-n2nnnc2SCC(=O)N2CCCc3ccccc32)c1
  -0.2, -3, 4, 3.7, -1.4, -0.2, -7, 0, -0.5, -0.7, 0.4
- CCCCn1cnc2c(SCc3ccccc3Cl)nc(N)nc21
  -0.3, -2, 11, 1.1, -1.7, -0.8, 6, 5, -2.3, -0.8, 4.9
- O=C(NC1CCC(O)CC1)c1ccc(Br)o1 (centres undefined)
  -2.2, -5, 0, -0.2, -0.7, -1.4, -3, -6, -0.1, -0.1, -1.1
- CC(C)OCC(O)CSc1ccccn1 (centres undefined)
  0.3, 2, 2, -0.9, -1.2, 3.1, -5, 2, -1.4, -0.8, 0.2
- COc1ccc(Oc2ccc(S(=O)(=O)N3CCCCC3)cc2S(=O)(=O)N2CCCCC2)cc1
  0.6, 3, -2, -0.8, -1.2, 1.2, -1, 2, -1.3, 0.0, 1.8
- O=S1(=O)N[C@H](c2ccccc2)COc2cc(Br)ccc21
  nt, -6, -2, 0.9, -0.6, 0.8, -2, 4, -1.2, -0.6, nt
- CC(=O)Nc1n[nH]c(S(=O)(=O)Cc2ccc(Cl)cc2Cl)n1
  1.6, -1, 6, -0.8, -1.2, -4.7, -3, -15, -0.8, -0.4, -1.7
- CC#CC[N+](C)(C)CCCCCCCCCCCC
  -0.8, -7, -1, -0.3, -1.9, -6.7, 1, 2, -3.6, -2.6, -4.6
- O=C(Nc1ccc(C(O)(C(F)(F)F)C(F)(F)F)cc1)c1c(F)cccc1F
  nt, nt, -3, nt, -0.5, 0.5, 2, 8, 0.6, nt, nt
- Cc1cc(C)cc(NC(=O)NC(C)C2CCCO2)c1 (centres undefined)
  -0.1, -1, 6, 0.3, -1.5, -1.1, -3, 1, -0.7, 0.0, 2.3
- O=C(O)c1ccc(OS(=O)(=O)c2ccc(Cl)s2)c(Cl)c1
  1.2, -1, -3, 0.5, -1.4, -0.4, 2, -7, 0.7, 1.0, 0.1
- CCc1nnc(NC(=O)CN2CCN(Cc3cccc(Cl)c3)CC2)s1
  1.0, 2, -3, -1.9, -0.3, -0.5, -5, -1, -1.3, 0.0, 1.4
- c1ccc(CNc2cccnc2)cc1
  0.9, 0, 2, -0.6, -0.6, 1.2, -4, -21, 0.0, 0.3, 0.1
- O=S(=O)(Nc1ccc(-c2nc3ccccc3o2)cc1)c1ccccc1
  0.6, -3, 0, -0.2, -1.3, 2.4, -18, -83, -0.7, 0.4, 0.1
- CN(C(=O)COC(=O)c1cccnc1Nc1cccc(C(F)(F)F)c1)C1CCS(=O)(=O)C1 (centres undefined)
  -0.8, -2, 3, -3.2, -1.3, 2.3, 2, 0, -0.2, 1.3, -0.5
- Cc1ccc(S(=O)(=O)CC(O)COc2ccc(C#N)cc2)cc1 (centres undefined)
  -1.4, 2, 1, -1.3, -1.9, 0.6, 1, -6, -1.5, 0.1, 0.9
- CC1(C)C2CCC1(CS(=O)(=O)NCc1ccc(C(F)(F)F)cc1)C(=O)C2 (centres undefined)
  -2.2, -1, 0, 0.7, -1.1, -2.7, -4, 1, -1.9, -0.5, 0.7
- S=C(NCc1ccccc1)NCc1cccc(CNC(=S)NCc2ccccc2)c1
  -1.2, 2, 1, -1.6, -1.7, -3.3, 9.3*, 13, -3.1, 0.1, -1.5
- COc1ccc(C(=O)NCCc2ccccn2)cc1S(=O)(=O)Nc1ccc(Br)cc1
  -0.6, 0, -3, 2.4, -1.2, 2.5, -2, 2, 0.7, 1.8, 1.7
- CCc1nc(C)c(-c2ccccc2)c(=O)[nH]1
  -0.7, -2, 4, -0.6, -1.4, 2.6, 0, 15, -1.1, 0.4, -0.6
- CNS(=O)(=O)c1cccc(C(=O)OCC(=O)Nc2sc3c(c2C#N)CCCCC3)c1
  -1.5, 3, -2, 0.0, -1.4, 1.6, -1, 1, -0.3, 0.0, 6.0
- Cc1cc(Oc2ccc(C#N)cc2)nc(NCc2ccccc2)n1
  -1.5, -3, 0, -1.6, -1.7, -1.7, -4, -4, -2.7, -1.8, -0.6

Retrieved by compound from the entries so far:
Each structure is followed by: DAX1 inh-1, SMARCA2 act, GC-A act, PG9 Ab binder, ssDAF12 agonist, hgDAF12 agonist, ADAM17 inh, ADAM10 inh, hcDAF-12 act, DAX1 inh-2, FXN GAA850 act
- CCc1nnc(NC(=O)CN2CCN(Cc3cccc(Cl)c3)CC2)s1
  1.0, 2, -3, -1.9, -0.3, -0.5, -5, -1, -1.3, 0.0, 1.4
- Cc1cc(NC(=O)Cn2nc3c(cc2=O)CCCC3)ccc1Br
  0.5, -1, 2, 2.4, -0.4, -1.4, -7, -9, -2.1, -0.7, -1.8
- O=S1(=O)N[C@H](c2ccccc2)COc2cc(Br)ccc21
  nt, -6, -2, 0.9, -0.6, 0.8, -2, 4, -1.2, -0.6, nt

Assay outcomes deposited in PubChem by several laboratories.
